RBX1-CUL1 inh: inhibitors of human ROC1-CUL1 ubiquitin ligase activity | in vitro K48 di-Ub FRET, acceptor:donor ratio, 45 min | actives 0.6% (n = 140,000) | AID 1347404, 2020 | inhibition, % at 10 µM; in the data active means inhibition above about 25%
Target sequence (P62877 whole entry, looked up): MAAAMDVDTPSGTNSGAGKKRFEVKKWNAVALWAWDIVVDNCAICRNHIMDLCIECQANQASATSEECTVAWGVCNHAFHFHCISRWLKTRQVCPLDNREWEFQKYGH
Target sequence (Q13616 whole entry, looked up): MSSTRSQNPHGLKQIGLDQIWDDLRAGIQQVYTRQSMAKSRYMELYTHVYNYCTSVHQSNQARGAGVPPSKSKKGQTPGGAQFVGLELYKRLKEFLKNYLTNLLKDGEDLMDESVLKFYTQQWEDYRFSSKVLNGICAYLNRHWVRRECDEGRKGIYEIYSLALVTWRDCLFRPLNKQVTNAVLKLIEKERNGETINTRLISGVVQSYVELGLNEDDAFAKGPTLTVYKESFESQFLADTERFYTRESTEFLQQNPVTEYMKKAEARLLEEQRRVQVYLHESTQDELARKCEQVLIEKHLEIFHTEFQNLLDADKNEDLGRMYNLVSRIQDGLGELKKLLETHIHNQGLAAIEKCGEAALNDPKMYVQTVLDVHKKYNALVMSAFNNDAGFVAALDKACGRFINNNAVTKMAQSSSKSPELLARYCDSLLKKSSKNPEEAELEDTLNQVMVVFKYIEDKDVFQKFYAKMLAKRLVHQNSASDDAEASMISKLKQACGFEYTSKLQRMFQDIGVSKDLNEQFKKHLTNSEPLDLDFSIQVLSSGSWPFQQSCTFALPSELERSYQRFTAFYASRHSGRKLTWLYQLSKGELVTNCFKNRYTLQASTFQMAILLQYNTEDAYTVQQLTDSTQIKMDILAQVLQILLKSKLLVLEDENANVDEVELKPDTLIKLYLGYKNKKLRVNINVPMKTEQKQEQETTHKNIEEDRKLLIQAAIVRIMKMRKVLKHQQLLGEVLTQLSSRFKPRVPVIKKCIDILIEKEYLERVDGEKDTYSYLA
Starred values were filed as active, the others as inactive. These rows are one share of the data (hit frequency here may not be typical).

Start of the listing, in advance, five compounds:
SMILES	RBX1-CUL1 inh
COc1ccc(-c2noc(CN3CCN(c4cccc(Cl)c4)CC3)n2)cc1	-3
CC1CC(C)(c2ccccc2)Nc2ccccc21 (stereo unspecified)	5
Cc1ccc(-n2c(-c3ccccc3)n[nH]c2=S)c(C)c1	-2
CCS(=O)(=O)N1CC(=O)N(c2ccc(C)c(C)c2)C(C)(C(=O)NC2CCCCCC2)C1 (stereo unspecified)	-2
COc1ccc(NC(=O)c2ccc3nc(CCc4ccccc4)oc3c2)cc1	-3

This part in full, repeating the preview:
SMILES	RBX1-CUL1 inh
COc1ccc(-c2noc(CN3CCN(c4cccc(Cl)c4)CC3)n2)cc1	-3
CC1CC(C)(c2ccccc2)Nc2ccccc21 (stereo unspecified)	5
Cc1ccc(-n2c(-c3ccccc3)n[nH]c2=S)c(C)c1	-2
CCS(=O)(=O)N1CC(=O)N(c2ccc(C)c(C)c2)C(C)(C(=O)NC2CCCCCC2)C1 (stereo unspecified)	-2
COc1ccc(NC(=O)c2ccc3nc(CCc4ccccc4)oc3c2)cc1	-3
COc1ccc(-c2[nH]c3c(c2-c2c(-n4cccc4)n(C)c(=O)[nH]c2=O)c(=O)[nH]c(=O)n3C)cc1F	3
Cc1noc(/C=C/c2cccs2)c1S(=O)(=O)N1CCC(C(=O)Nc2ccc(F)c(Cl)c2)CC1	-12
Nc1c(C(=O)Nc2cccc(Cl)c2)sc2nc(-c3cccs3)ccc12	-5
CCOc1ccc(C2Oc3nc(SC)nnc3-c3ccccc3N2C(=O)CC)cc1C (stereo unspecified)	-6
Cc1nc(CNc2nc3nonc3nc2NC2CC2)cs1	0
C(#Cc1ccccc1)Sc1ccc2ccccc2c1	2
O=C(NC(NCC1CCCO1)C(Cl)(Cl)Cl)c1cccc(Cl)c1 (stereo unspecified)	1
O=C(CSc1ccc(Cl)cc1)N1CCN(c2ccccn2)CC1	6
COc1ccccc1C1Nc2ccc(Br)cc2C(c2ccccc2)O1 (stereo unspecified)	2
CC(C)(C)C(=O)COC(=O)c1ccc(CNc2ccccc2)cc1	14
O=C(Cn1c(=O)n(Cc2cccs2)c(=O)c2cccnc21)Nc1ccc(F)cc1	11
CCN1CCCC1CNC(=O)c1cc(S(=O)(=O)N2CCCCC2)ccc1OC (stereo unspecified)	5
O=C(OCC(=O)c1cccs1)c1ccc(NC(=O)c2ccco2)cc1	-5
CC(=O)c1c(OCC(=O)O)ccc2c(C)cc(=O)oc12	8
COc1ccc2c(c1)-c1c(ssc1=Nc1ccc(Cl)c(Cl)c1)C(C)(C)N2	-6

Already shown: an excerpt of the list.
SMILES	RBX1-CUL1 inh
COc1ccc(-c2noc(CN3CCN(c4cccc(Cl)c4)CC3)n2)cc1	-3
CC1CC(C)(c2ccccc2)Nc2ccccc21 (stereo unspecified)	5
Cc1ccc(-n2c(-c3ccccc3)n[nH]c2=S)c(C)c1	-2
CCS(=O)(=O)N1CC(=O)N(c2ccc(C)c(C)c2)C(C)(C(=O)NC2CCCCCC2)C1 (stereo unspecified)	-2

Next section.
SMILES	RBX1-CUL1 inh
C=C(C)C1CC=C(C)/C(=N/NC(=O)c2cccs2)C1 (stereo unspecified)	-3
CCCCOC(=O)C1C(C)=NC2=C(C(=O)CCC2)C1c1ccc(Cl)cc1Cl (stereo unspecified)	1
CCOC(=O)C1(Cc2ccc(OC)cc2)CCN(C(=O)CCc2cnn(C)c2)CC1	-8
CCCCNc1nc2cc(Cl)ccc2o1	-3
CC1=NN(C(=O)c2cc3n(n2)C(C(F)(F)F)CC(c2ccc(C)c(C)c2)N3)C(O)(C(F)(F)F)C1 (stereo unspecified)	-7
Cc1ccc(/C=C2\SC(=S)N(c3c(C)n(C)n(-c4ccccc4)c3=O)C2=O)cc1	-4
Cc1ocnc1C(=O)N1CCC2(CCCN(Cc3ccc(F)cc3)C2)C1 (stereo unspecified)	9
CC(=O)c1cccc(NS(=O)(=O)c2c(C)nc3sc(C)cn3c2=O)c1	-1
O=C(/C=C/C=C/c1ccccc1)c1cc(Cl)ccc1O	-3
CC(C)c1ccc2c(c1)C(N1CCNCC1)Cc1ccc(F)cc1S2 (stereo unspecified)	-1
NS(=O)(=O)c1ccc(N=CC2N=C(c3ccc(Cl)cc3)OC2=O)cc1 (stereo unspecified)	-1
CC(C)(C)OCc1nc2ccccc2c(=O)[nH]1	-1
COc1ccc(N2CCN(c3ncnc4onc(C)c34)CC2)cc1	-1
CC(C)(C)c1ccc(C(=O)Nc2c(C(=O)c3ccc(F)cc3)oc3ccccc23)cc1	-2
CCOc1ccccc1OC(CCN1CCN(C)CC1)c1ccccc1 (stereo unspecified)	-11
O=C(Nc1cccc(O)c1)C(=O)C1C(=O)Nc2ccccc2S1=O (stereo unspecified)	11
NC(=O)C1(C(=O)N2CCCC(CCc3cccc(F)c3)C2)CC1 (stereo unspecified)	4
O=C(CSc1ncn[nH]1)c1c[nH]c2ccccc12	1
CCn1cc(C(=O)NC(C)C23CC4CC(CC(C4)C2)C3)cn1 (stereo unspecified)	-5
Cc1ccc2c(c1)N(C(=O)N1CCC(C(=O)NCCc3ccccc3)CC1)CC(C)O2 (stereo unspecified)	11
COc1ccc(NS(=O)(=O)c2ccc3[nH]c4c(c3c2)CCCC4)cc1Cl	1
Cc1ccc(NC(=O)c2ccc(Br)o2)cc1F	6
NC(=O)CCN1CCN(C2Cc3cc(Cl)ccc3Sc3cc(F)ccc32)CC1 (stereo unspecified)	-2
O=C(NC(=S)Nc1ccc(S(=O)(=O)NC2CCCCC2)cc1)c1ccc(F)cc1	-12
COc1cccc(-c2cc(=O)[nH]c(N3CCN(Cc4ccccc4)CC3)n2)c1	6
O=C(c1cn[nH]c1)N1CCc2onc(C(c3ccccc3)c3ccccc3)c2C1	-1
Cc1cc(OCc2nc3ccccc3s2)ccc1NC(=O)Nc1cccc(Cl)c1	3
CCOc1ccc2ccccc2c1C(=O)Nc1sc(C(=O)N(CC)CC)c(C)c1C(=O)OC(C)C	-6
O=C(Nc1nnc(COc2ccccc2F)s1)c1cccc([N+](=O)[O-])c1	-1
Cc1ccc(-c2cn3c(n2)sc2cc(C(=O)NCCCc4ccccc4)ccc23)cc1	2
COc1ccc(S(=O)(=O)N2CCCCC2)cc1C(=O)N1CCCC1	16
COCCN1C(=O)NC(Cc2ccc(F)cc2)(C2CCN(C(=O)c3ccc(F)cc3)CC2)C1=O (stereo unspecified)	5
CCOC(=O)N1C=CC(C)=C[C@@H]2[C@@H](N3C(=O)c4ccccc4C3=O)C(=O)N21	5
Cc1ccccc1OCc1ccc(-c2nc(C#N)c(N3CCN(c4cccc(Cl)c4)CC3)o2)o1	-4
COC(=O)c1ccccc1NC(=S)NC(=O)c1cc2ccccc2cc1OC	5
CS(=O)(=O)N1CCSC1c1ccco1 (stereo unspecified)	-3
COc1cccc(C(=O)Nc2ccc(-n3nncc3-c3ccccc3)cc2)c1	-4
O=C(CSc1nc(-c2cccs2)cc(C(F)(F)F)n1)NCc1cccnc1	5
O=C(c1cc2c(s1)CCCC2)N1CCC(Cn2cc(CCO)nn2)CC1	8
O=C(CCn1cnnn1)N1CCC2(CCCN(CCc3ccccc3)C2)C1 (stereo unspecified)	4

Pulled one by one from the entries so far (7):
SMILES	RBX1-CUL1 inh
NC(=O)CCN1CCN(C2Cc3cc(Cl)ccc3Sc3cc(F)ccc32)CC1 (stereo unspecified)	-2
CCOc1ccc2ccccc2c1C(=O)Nc1sc(C(=O)N(CC)CC)c(C)c1C(=O)OC(C)C	-6
Cc1ccc(NC(=O)c2ccc(Br)o2)cc1F	6
CCOC(=O)N1C=CC(C)=C[C@@H]2[C@@H](N3C(=O)c4ccccc4C3=O)C(=O)N21	5
Cc1ccccc1OCc1ccc(-c2nc(C#N)c(N3CCN(c4cccc(Cl)c4)CC3)o2)o1	-4
CS(=O)(=O)N1CCSC1c1ccco1 (stereo unspecified)	-3
O=C(NC(=S)Nc1ccc(S(=O)(=O)NC2CCCCC2)cc1)c1ccc(F)cc1	-12

(cont.)
SMILES	RBX1-CUL1 inh
CCCSc1nnc2c(n1)OC=Nc1ccccc1-2	1
O=C(NCc1cccnc1)c1ccc(Cl)cc1	13
Cc1ccc(CN(Cc2ccco2)C(=O)c2cccc(C)c2)cc1	-10
COc1ccc(-c2nc3nc(C)cc(C)n3c2Nc2c(C)cccc2C)cc1	-1
C#CCOc1c(I)cc(/C=N/NC(=O)Cn2nnnc2N)cc1OC	1
CCCC(=O)N1c2ccccc2-c2nnc(SC)nc2OC1c1ccco1 (stereo unspecified)	2
COc1ccc(Cl)cc1NC(=O)Cn1cc2c(n1)CCC(C)C2 (stereo unspecified)	-3
CC1=CC(=O)C(C(c2ccccc2)N2CCN(c3ccccc3)CC2)C(=O)N1Cc1ccco1 (stereo unspecified)	-3
Clc1cccc(OCCCCCN2CCCCC2)c1Cl	-3
Cc1ccc(Nc2ccccc2)cc1	0
CC1(C)O[C@H]2OC(C(=O)Nc3cccc(C(F)(F)F)c3)[C@@H]3OC(C)(C)O[C@@H]3[C@H]2O1 (stereo partly specified)	14
Cc1ccc(C(N)=O)cc1-c1cccc(-c2ccn[nH]2)c1	16
Cc1cccc(-c2nc(SCC(=O)N(C)c3ccccc3)c3c(=O)n(C)c(=O)n(C)c3n2)c1	-6
Cc1ccc(CN2CCc3nc(N4CCN(c5ncccn5)CC4)ncc3C2)cc1	0
Cc1ccc(C)c(NC(=O)C(C)N2C(=O)c3ccccc3C2=O)c1 (stereo unspecified)	-2
Clc1cccc2sc(Nc3nc4ccccc4s3)nc12	5
Cc1cc2c(nn1)CCc1nonc1-2	7
Cc1cccc(CS(=O)(=O)NCc2ccccc2Cl)c1	-8
O=C(Cc1ccccc1F)N1CCC(c2nc3c(nnn3Cc3ccc(F)cc3)c(=O)[nH]2)CC1	-3
Fc1ccc(C2(Cn3cncn3)CO[C@@H](COc3ccccc3)O2)c(F)c1 (stereo partly specified)	-3
Cc1ccc(NC(=O)CC(C)S(=O)(=O)c2ccc3c(c2)NC(=O)CO3)c(Cl)c1 (stereo unspecified)	3
Cc1ccc(C(=O)c2sc3nc4c(c(-c5cccnc5)c3c2N)CCC4)cc1	7
Oc1ccc(NCc2ccccc2OCc2ccccc2)cc1	6
Cc1ccc(NC(=O)C(Cc2ccccc2)n2cccc2)c(C)c1 (stereo unspecified)	-1
Cc1ccc(C(=O)N=C(Cc2cccs2)C(=O)NCCc2c[nH]c3ccccc23)cc1C	-3
CCOc1ccc2c(c1)c(=O)c(C(=O)c1ccc(CC)cc1)cn2CC(=O)Nc1ccccc1OC	3
C=CCS(=O)(=O)NCc1nc(NCCCc2ccccc2)c2ccccc2n1	9
O=C1Nc2cc(N3C(=O)C4=C(CCCC4)C3=O)c(Cl)cc2CC1Cl (stereo unspecified)	6
Cc1ccccc1N(CN1C(=O)c2ccccc2C1=O)C(=O)C(F)(F)F	2
CC(C)(C)C(=O)N1CCC[C@@]1(CO)C(=O)O	-7
Oc1cccc(CN2CCOc3ccc(C(O)Cc4ccccc4)cc3C2)c1 (stereo unspecified)	3
Cc1cc(C)c2c(C)c(C(=O)N3CCC(c4nc5ccccc5s4)CC3)oc2c1	4
COc1ccc(CCn2c(C)cc3c(c2=O)C(c2cccs2)C(C#N)C(=N)O3)cc1OC (stereo unspecified)	4
COc1ccc(-c2nn3c(-c4ccccc4C)nnc3c3ccccc23)cc1	3
CC(C)OCCCNC(=O)c1cc2c(=O)n3ccccc3nc2n1C	-10
COc1ccc(F)c(CN2CCCC3(CCN(Cc4ccc(CO)o4)C3)C2=O)c1 (stereo unspecified)	-2
Cc1ccnc(NS(=O)(=O)c2ccc(NC(=O)c3ccc(C)c(C)c3)cc2)n1	3
CCOC(=O)c1ccccc1NC(=O)c1ccc2c(Cl)c3c(nc2c1)CCC3	-2
CN(C)c1ccc(/C=N/Nc2nc(-c3ccccc3)cc(=O)[nH]2)cc1	2
Cc1nn2c(O)cc(=O)[nH]c2c1-c1ccccc1	-12
COc1ccc(C(=O)Nc2ccc(-c3noc(-c4ccc(F)cc4)n3)cc2)cc1	-2
COc1ccc(S(=O)(=O)N2CCN(CC(=O)NC3CC3)CC2)cc1	-2
O=C(Nc1nc(-c2ccccc2)sc1-c1ccccc1)c1ccccc1	-10
CCOc1ccccc1C(c1c(C)[nH]n(-c2ccccc2)c1=O)c1c(C)[nH]n(-c2ccccc2)c1=O	46*
CCn1c(C2CC(=O)N(c3ccccc3)C2)nc2ccccc21 (stereo unspecified)	11
Cc1nn2c(c1-c1ccccc1)N=C(c1ccccc1Cl)CC2=O	0
Cn1c(-n2cccc2)c(-c2c(-c3ccccc3)[nH]c3c2c(=O)[nH]c(=O)n3C)c(=O)[nH]c1=O	12
O=C1SCC(c2ccc(Cl)s2)=NN1Cc1nnc(-c2ccccc2)o1	7
[O-][n+]1c(-c2ccccc2)nnc(-c2ccccc2)c1N1CCCCC1	1
Cn1nnc2cc(NC(=O)NCCO)ccc21	6
Cn1ncc(N2CCN(Cc3cn[nH]c3C3CCCCC3)CC2)cc1=O	2
CCc1ccc(C2c3c(n[nH]c3-c3ccc(Br)cc3)OC(=N)C2C#N)cc1 (stereo unspecified)	13
CCOC(=O)C1C(=O)N=C(SC)C(C#N)C1c1ccccc1I (stereo unspecified)	11
O[C@H]1[C@H]2O[C@@H](c3ccccc3)O[C@@H]2[C@@H]2OC[C@H]1O2	11
N#CCc1c2ccccc2cc2sc3ccccc3c12	3
COc1ccccc1N1CCN(C(=O)c2oc3ccccc3c2NC(=O)C(C)Oc2ccccc2)CC1 (stereo unspecified)	-5
CCCCN(C)CCNC(=O)CN1C(=O)CSc2ccc(S(=O)(=O)N3CCOCC3)cc21	-9
CC(=O)CSc1nc2sc(-c3ccccc3)cc2c(=O)n1-c1ccc(Cl)cc1Cl	12
COc1ccc(F)cc1S(=O)(=O)NCCc1csc2nc(-c3cccc(C)c3)nn12	5
COc1ccccc1NC(=O)CSc1nc2c(oc3ccccc32)c(=O)n1-c1ccccc1F	3
CSc1cccc(NC(=O)Cc2cccs2)c1	2

An excerpt from above in order of their number in RBX1-CUL1 inh, largest number first.
smiles | RBX1-CUL1 inh
O=C(CCn1cnnn1)N1CCC2(CCCN(CCc3ccccc3)C2)C1 (stereo unspecified) | 4
NS(=O)(=O)c1ccc(N=CC2N=C(c3ccc(Cl)cc3)OC2=O)cc1 (stereo unspecified) | -1
Cc1noc(/C=C/c2cccs2)c1S(=O)(=O)N1CCC(C(=O)Nc2ccc(F)c(Cl)c2)CC1 | -12

Source: PubChem BioAssay
